Compound activity from PubChem BioAssay.
MC4R antag cAMP: MC4R antagonists of cAMP signaling, primary screen, cell-based, TR-FRET, antagonist arm of biased-ligand search. AID 540295, 2011. 360,000 compounds, 0.48% hits. MC4R-expressing cells, MTII-stimulated cAMP, LANCE TR-FRET. inhibition, % at 6.5 µM;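 active = inhibition above its plate's cutoff, the mean of tested wells on that plate plus 3 SD, cut at about 29% in these data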;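 also: 0% = Melanotan II alone and 100% = Melanotan II plus saturating MCL0020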
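Test system: U2OS cells stably expressing human melanocortin 4 receptor (MC4R); also added: Melanotan II challenge; compound: 6.5 µM single dose; timing: 30-min compound preincubation, 1-h Melanotan II challenge, 1-h detection, room temperature; signal: Eu-cAMP/anti-cAMP TR-FRET, emission 671 nm; repeats: one well per compound, no replicates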
Granule exo inh: LAMP-1 surface exposure blockers, TALL-104 cells – cell-based, flow cytometry, MLPCN library, primary screen | inhibition, % at 10 µM | AID 651702, 2012 | 360,000 compounds, 0.66% hits | TALL-104 LAMP-1 surface exposure; cells stimulated with thapsigargin and PMA;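 active = inhibition above about 55%, limit read from the data; inconclusive = no clear call, values can overlap the other calls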
Glyco luc inh: increase of ERlucT glycosylation luciferase signal, primary screen, N-linked glycosylation inhibitor project, D54 ERlucT cells, luminescence, set 2 | D54 ERlucT glycosylation luciferase reporter, 24 h; percent of 100 nM tunicamycin response | reporter increase, % at 12.5 µM | AID 588692, 2011 | 360,000 compounds, 0.23% hits;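 active = mean luciferase reporter signal, scaled so untreated is 0 and the glycosylation-blocking control 100, at or above a set limit in every replicate; inconclusive = mean reaches the limit but not every replicate does; inactive = mean below the limit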;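 also: luciferase carries N-glycosylation sites so blocking glycosylation raises the light; 0% = median of neutral control wells and 100% = median of 100 nM tunicamycin wells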
Vif imaging: HIV Vif self-association inhibitors, primary screen, imaging, HEK293T, single point; HEK293T cells, Vif self-association by quenched fluorescence, 24 h; inhibition, % at 7.49 µM; 340,000 compounds, 0.35% hits; AID 602346, 2012; in the data active = inhibition above about 50%, passing the limit was not always enough; inconclusive = no clear call, values can overlap the other calls; inactive = below about 31%; also: some results filed as inactive read as strong as hits
TLR9-MyD88 inh: inhibitors of TLR9-MyD88 association in cells, primary screen, cell-based, CHO, BLA complementation, fluorescence; inhibition, % at 4.98 µM; AID 504734, 2011; Toll-like receptor 9 (Homo sapiens) + Myeloid differentiation primary response protein …; 340,000 compounds, 0.21% hits; CCF4 FRET ratio;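 active = inhibition above the mean over all tested compounds plus 3 SD, cut at about 21% in these data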;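 also: 0% = DMSO only wells and 100% = clavulanate BLA inhibitor control wells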
MC4R ag barr: MC4R agonists recruiting beta-arrestin, primary screen, cell-based, luminescence, agonist arm of biased-ligand search; Melanocortin receptor 4 (Homo sapiens), P32245; U2OS MC4R beta-arrestin complementation; percent of melanotan II response, DMSO zero; 360,000 compounds, 0.98% hits; activation, % at 8.9 µM;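 active = activation above a per-plate cutoff, the mean activation of sample wells on that plate plus 3 SD, cut at about 8% in these data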
aDG glyco act: activators of alpha-DG glycosylation, primary screen, uHTS, Pro5-aDG cells, AlphaScreen. alpha-DG glycosylation AlphaScreen (IIH6); 0% Pro5, 100% B10-LARGE cell signal. activation, % at 10 µM. 360,000 compounds, 0.22% hits. AID 624168, 2012;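 active = activation of at least 8% versus controls, or a plate z-score of at least 8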;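 also: Pro5 are CHO cells carrying HIG-tagged alpha-DG that lacks glycosylation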
NOD2-RIPK2 inh: NOD2-RIPK2 binding disruptors in cells, primary screen, fluorescence, CHO cells, BLA complementation; AID 624267, 2012; 360,000 compounds, 0.38% hits; CCF4 ratio; inhibition, % at 4.98 µM; in the data active = inhibition above about 21%;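 also: 0% = vehicle only and 100% = reference blocker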
ABCB6 inh MLPCN: ABCB6 transporter inhibitors, primary screen, K562-ABCB6 cells, flow cytometry, MLPCN library; fluorescence ratio to DMSO, % at 10 µM; K562-ABCB6 porphyrin accumulation, 1 h; hits give low values; ATP-binding cassette sub-family B member 6 (Homo sapiens), Q9NP58; 360,000 compounds, 0.19% hits; AID 602162, 2011;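 active = fluorescence ratio to DMSO below 75%, the collection mean minus 3 SD; inconclusive = too few cells collected in the well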;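 also: signal is porphyrin accumulated inside mitochondria; 100% equals median channel fluorescence of DMSO control wells; lower ratio means ABCB6 inhibition with less porphyrin fluorescence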
Target sequence (Q9NP58 whole entry, looked up): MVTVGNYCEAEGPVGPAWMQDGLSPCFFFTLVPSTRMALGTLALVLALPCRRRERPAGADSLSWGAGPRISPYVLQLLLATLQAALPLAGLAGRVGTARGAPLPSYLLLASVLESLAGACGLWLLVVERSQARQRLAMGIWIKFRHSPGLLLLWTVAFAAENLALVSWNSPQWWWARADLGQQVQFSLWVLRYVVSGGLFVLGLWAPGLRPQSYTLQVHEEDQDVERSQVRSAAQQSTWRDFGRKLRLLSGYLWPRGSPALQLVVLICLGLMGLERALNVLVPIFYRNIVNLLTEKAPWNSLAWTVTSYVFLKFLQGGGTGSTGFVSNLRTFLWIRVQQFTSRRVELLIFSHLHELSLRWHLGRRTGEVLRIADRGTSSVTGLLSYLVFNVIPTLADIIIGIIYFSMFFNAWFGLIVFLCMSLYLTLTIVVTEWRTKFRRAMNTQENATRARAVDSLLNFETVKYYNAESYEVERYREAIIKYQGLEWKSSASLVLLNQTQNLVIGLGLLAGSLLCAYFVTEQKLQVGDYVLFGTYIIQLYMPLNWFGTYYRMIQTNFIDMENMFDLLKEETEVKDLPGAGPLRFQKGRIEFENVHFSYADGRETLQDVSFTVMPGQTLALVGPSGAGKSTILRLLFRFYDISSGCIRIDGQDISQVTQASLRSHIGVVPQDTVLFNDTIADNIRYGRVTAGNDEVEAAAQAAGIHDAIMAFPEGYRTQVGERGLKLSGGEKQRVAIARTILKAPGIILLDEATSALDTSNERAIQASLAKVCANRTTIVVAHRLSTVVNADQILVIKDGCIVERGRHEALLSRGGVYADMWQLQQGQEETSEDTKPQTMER
ABHD5 PLIN5 PPI: ABHD5-PLIN5 interaction inhibitors, primary screen, cell lysate, split luciferase complementation, luminescence. Perilipin-5 (Homo sapiens) + 1-acylglycerol-3-phosphate O-acyltransferase ABHD5 (Homo …. Split G. princeps luciferase complementation, 4 h. inhibition, % at 4 µM. 360,000 compounds, 0.78% hits. AID 602281, 2012;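 active = inhibition above the mean inhibition across every tested compound plus 3 SD, cut at about 22% in these data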;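 also: 0% = DMSO only wells and the 100% control is not disclosed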
The depositor's hits bear a star; u = inconclusive; x = no result given. The list is partial, so the mix of outcomes need not match the whole.

MC4R antag cAMP,Granule exo inh,Glyco luc inh,Vif imaging,TLR9-MyD88 inh,MC4R ag barr,aDG glyco act,NOD2-RIPK2 inh,ABCB6 inh MLPCN,ABHD5 PLIN5 PPI,structure
-2,-3,-1,6,9,-1.0,-0.1,11,101,7,O=[N+]([O-])c1cccc(-c2n[nH]c(=S)n2-c2ccc(Br)cc2)c1
-1,2,3,-12,-56,-0.6,-0.1,0,100,1,O=C(NCCc1c[nH]c2ccccc12)c1cc([N+](=O)[O-])cc([N+](=O)[O-])c1
-4,0,0,u,-1,-2.6,-0.2,-1,101,3,COCCC(=O)N1CCC(Oc2ccc(C(=O)NCc3ncc(C)[nH]3)cc2)CC1
-3,-2,2,x,-1,-1.4,0.1,-5,93,1,COc1ccc(-c2cc(NCc3ccccn3)n3ncnc3n2)cc1
8,0,3,-1,0,-2.8,0.1,-12,107,-1,CCCOc1ccc(C2C(=O)N(C3CCCCC3)CC(=O)N2CCC)cc1OC (configuration not stated)
0,-16,3,2,3,-0.7,-0.1,7,94,5,CNC(=O)CSc1nc2ccccc2c(=O)n1CCc1ccccc1
3,0,2,7,-1,-1.2,0.7,-10,93,5,CCCCCCC1CC(CCC(=O)Nc2ccc([N+](=O)[O-])cc2)C(=O)O1 (configuration not stated)
-8,0,-3,1,x,-0.6,0.1,-10,96,-4,COc1ccc(CC(N)c2csc(NC(=O)c3cccs3)n2)cc1 (configuration not stated)
-2,-1,0,-2,12,-0.9,-0.1,-2,90,-5,CCc1cc(C=NC2CCCCC2)c(O)s1
-7,5,0,x,1,-0.4,0.4,0,98,8,CC(C(=O)O)N1C(=O)/C(=C/C=C/c2ccco2)SC1=S (configuration not stated)
-13,-3,-10,0,-4,0.0,-0.1,-2,99,-3,Brc1ccc2[nH]c3c(c2c1)CCC3
18,4,7,1,7,-2.2,-0.3,1,105,8,O=c1c(Cl)cc(Cl)nn1-c1ccccc1
1,-1,2,0,6,-2.5,-0.2,-7,102,3,O=C(Nc1ccc(C(=O)O)cc1)/C(=C\c1ccco1)NC(=O)c1ccccc1
1,-2,0,-2,3,-0.1,0.0,-6,102,0,Cc1ccc(S(=O)(=O)Cc2ccccc2Cl)cc1
-1,-3,4,x,-1,-1.4,0.3,1,87,-3,O=C(Nc1nc(-c2ccccc2)cs1)c1cccs1
14,0,-3,-3,-7,-2.9,0.9,6,101,-2,COc1cccc(SCC(=O)N2CCN(c3ccccc3)CC2)c1
14,0,1,3,6,0.2,0.0,-14,94,2,CCOC(=O)C1CCN(Cc2c(O)c3ccccc3oc2=O)CC1
11,0,-1,0,2,0.3,-0.2,-19,94,-9,COc1cc(NC(=S)Nc2ccc(S(=O)(=O)N3CCOCC3)cc2)cc(OC)c1OC
0,2,-2,3,5,-1.7,0.2,0,97,-2,COC(=O)C(NC(=O)c1ccccc1Cl)(Nc1ncc(S(=O)(=O)c2ccc([N+](=O)[O-])cc2)s1)C(F)(F)F (configuration not stated)
-7,-2,1,x,3,-0.6,0.6,7,102,-4,CN(C)c1cccc(C(=O)Nc2ccc3nc4n(c(=O)c3c2)CCCCC4)c1
9,2,3,9,2,1.9,-0.1,-2,101,10,C=C1CSc2nc(=O)c3c4c(sc3n21)CCC4
5,5,11,-2,-10,-2.0,0.0,-4,95,-1,Cc1cccc(NC(=O)CN2C(=O)NC(C)(c3ccc4c(c3)OCO4)C2=O)c1 (configuration not stated)
9,-1,-12,9,4,2.3,-0.1,-2,102,0,COc1ccc(/C=C2\CCc3c2nc2ccccc2c3C(=O)O)cc1OC
2,-5,0,9,-8,0.0,0.2,-2,105,4,Cc1ccccc1Cn1cnc2ccccc2c1=O
6,-1,3,x,7,3.1,0.3,-8,97,-3,N/C(=N\OC(=O)c1ccc(Cl)c(Cl)c1)c1cccnc1
9,-3,-2,3,-2,-1.1,0.3,-3,102,4,CCCCCCOc1ccc(N2C(=O)CC(N(CCc3ccc(S(N)(=O)=O)cc3)C(C)=O)C2=O)cc1 (configuration not stated)
15,-1,1,-15,-13,1.2,-0.1,-10,102,-2,CCOC(=O)c1ccc(NC(=S)NCC(O)c2ccccc2)cc1 (configuration not stated)
-1,2,-1,-4,x,-1.3,0.2,-3,91,8,CCCNC(=O)C1(C)CCCN(Cc2ccc(-c3ccccc3)cc2)C1 (configuration not stated)
2,6,-2,-6,-7,1.3,0.0,9,101,-4,N#Cc1c(N)nc2c(c1-c1ccc(Br)s1)CCCC2
5,4,-1,3,6,-1.1,-0.2,3,100,14,O=S(=O)(c1ccccc1)C(/C=N\O)/C=C/c1ccccc1 (configuration not stated)
8,-5,0,31,-5,-0.8,-0.1,-33,103,8,CC1CCCCC12NC(=O)N(CC(=O)Nc1ccc(S(=O)(=O)Nc3ncccn3)cc1)C2=O (configuration not stated)
-2,0,-2,x,0,-0.1,-0.3,-11,83,3,CC(=O)Nc1ccc2nc(-c3ccccn3)[nH]c2c1
2,3,2,x,10,-1.2,0.0,-13,97,1,O=C1NC[C@H](c2ccccc2)N(CCc2cccc3ccccc23)C1=O
4,-2,-4,-4,-2,-1.8,-0.4,-6,104,-2,COc1ccc(C(=O)NN)cc1COc1ccc(Br)cc1
4,-4,0,0,9,-1.6,0.1,1,102,4,Cc1c(N=C2SCC(=O)N2/N=C/c2ccccc2)c(=O)n(-c2ccccc2)n1C
12,13,-7,-2,-5,3.1,-0.1,5,109,-2,COc1ccc(C(=O)Cc2ccc3c(c2)OCO3)c(O)c1
-1,-4,-2,5,2,-0.6,-0.2,-5,95,0,O=C(c1cc2nc(-c3ccco3)cc(C(F)(F)F)n2n1)N1CCCc2ccccc21
1,1,-1,5,-1,1.2,-0.6,0,103,1,CC(C)(CNC(=O)C1CCCN1C(=O)c1cccs1)N1CCOCC1 (configuration not stated)
-16,6,12,12,-6,-0.6,0.0,-1,97,3,O=S1(=O)c2ccc(Br)cc2N2CCC[C@@H]2CN1Cc1ccccc1
13,-2,2,1,3,1.0,0.1,-6,99,0,O=C(NCc1ccco1)c1cc([N+](=O)[O-])ccc1Cl
-15,-2,22,-13,10,-1.3,-0.4,5,103,-8,Cc1ccc(/C=N/NC(=O)c2cc(C3CC3)nc3ccccc23)o1
21,-1,0,-3,-19,1.3,-0.1,-7,97,0,O=C(Cn1cc(C(F)(F)F)ccc1=O)N/N=C/c1ccc(O)cc1
-5,-8,0,17,-19,-2.2,0.0,9,99,-7,COc1cccc(/C=C2\SC(=S)N(NS(=O)(=O)c3ccccc3)C2=O)c1OC
9,-1,0,-9,-7,-0.5,0.0,-1,93,-4,CS(=O)(=O)c1ccc(Cl)c(NC(=O)COC(=O)c2ccc(S(=O)(=O)N3CCCC3)cc2)c1
-3,1,6,x,5,-1.6,0.0,-3,89,6,Cc1cccc(-c2cc3nc(C)cc(NCCCn4ccnc4)n3n2)c1

Single entries from the entries so far.
Value of O=S1(=O)c2ccc(Br)cc2N2CCC[C@@H]2CN1Cc1ccccc1 under MC4R antag cAMP: -16
Value of COc1ccc(C(=O)Cc2ccc3c(c2)OCO3)c(O)c1 under aDG glyco act: -0.1

(next part)
MC4R antag cAMP,Granule exo inh,Glyco luc inh,Vif imaging,TLR9-MyD88 inh,MC4R ag barr,aDG glyco act,NOD2-RIPK2 inh,ABCB6 inh MLPCN,ABHD5 PLIN5 PPI,structure
5,-3,1,x,0,0.6,-0.2,10,100,-1,COc1cccc(CN(C)C(=O)CCNC(=O)c2ccco2)c1
6,2,2,-6,-4,1.0,0.0,1,99,1,COc1cccc(N2CCN(C(=O)c3cccc(S(=O)(=O)N4CCCC4)c3)CC2)c1
3,-7,2,2,0,-0.8,0.7,-7,95,-1,O=C(Nc1ccc(F)c(Cl)c1)N1CCCC1
2,-4,-1,-2,-4,-0.6,-0.2,-11,100,-4,CCCCCCCCNC(=O)/C(C#N)=C/c1ccc2c(c1)OCCO2
4,1,-1,2,1,0.5,0.0,0,98,3,O=C(CCCOc1ccc(Br)cc1)Nc1nnc(C2CC2)s1
2,7,0,-2,-14,0.8,0.1,-2,99,10,CC(=O)c1ccc(N2CCN(C(=O)c3ccc4[nH]c(C)c(C)c4c3)CC2)cc1
1,17,2,-5,-7,1.9,0.1,2,93,9,COc1ccc(N2CCN(CCNC(=O)Nc3cc(Cl)ccc3OC)CC2)cc1
2,-3,7,-6,0,2.4,0.6,-4,98,-4,CCOC(=O)c1[nH]c(C)c(C(=O)OCC(=O)NC(=O)NC(C)(C)C)c1C
8,0,-1,-14,0,-0.9,0.8,1,90,-3,C=CCNc1nc2c(c(=O)n(C)c(=O)n2C)n1Cc1ccc(F)cc1
4,-3,0,-1,-7,-0.6,0.0,-10,100,4,Cc1c(O)c(=O)ccn1C
0,8,-1,-1,-9,-2.0,0.4,0,97,-9,Cc1cccc(C(C)n2nnc3ccccc32)c1O (configuration not stated)
20,0,2,-6,0,2.2,-0.1,-1,105,-5,COc1ccc(S(=O)(=O)NCC2CCCN(C(=O)CSC)C2)cc1 (configuration not stated)
7,-6,4,-4,3,-1.9,-0.1,-2,91,-8,CC(C)CC1COC(=O)N1 (configuration not stated)
29*,6,1,8,-5,-1.2,0.0,-16,96,-3,Cc1ccc(S(=O)(=O)Nc2nc(C)cc(NN)n2)cc1
3,-5,1,-15,3,-3.3,-0.1,-7,99,-4,COc1ccc(NC(=O)Cc2csc(NC(=O)Nc3ccccc3OC)n2)c(OC)c1
9,-3,-5,11,2,-0.6,-0.3,-5,125,6,COc1ccc(-n2c(C)cc(/C=C3\SC(=S)N(Cc4ccco4)C3=O)c2C)cc1
3,9,4,0,17,-1.5,-0.4,-4,211,5,CN(C)c1ccc(/C=C2\CCC/C(=C\c3ccccc3)C2=O)cc1
-2,-6,3,0,-1,-0.5,0.0,-14,100,0,O=C(CNCc1ccccn1)N1CCc2ccccc2C1
2,16,-4,15,0,0.5,0.2,-3,102,3,COc1ccc(N2CCN(c3oc(COc4ccc(Cl)cc4Cl)nc3C#N)CC2)cc1
13,-5,-3,-10,-4,-2.3,1.0,-10,96,1,CC(C)C[C@H](NC(=O)c1[nH]cnc1C(=O)N[C@@H](Cc1ccccc1)C(=O)OC(C)(C)C)C(=O)OC(C)(C)C
